Bioassay records from PubChem BioAssay.
FadD28 binding – inhibitors of FadD28 bisubstrate probe binding, primary screen, biochemical, fluorescence polarization, single point | Mycobacterium tuberculosis FadD28 fatty-acid-AMP ligase | inhibition, % at 12.5 µM | hit rate 0.22% among 360,000 | AID 588549, 2011; in the data active = inhibition above about 8.5%, passing the limit was not always enough; inconclusive = no clear call, values can overlap the other calls
GDH-TPI inh – GDH-TPI coupling enzyme inhibitors, primary screen, artefact control for M. tuberculosis FBA inhibitor project, biochemical, absorbance, full deck | GDH-TPI coupled enzyme counterscreen, NADH absorbance | hit rate 1.2% among 360,000 | inhibition, % at 4.8 µM; in the data active = inhibition above about 30%;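 note: 0% = DMSO wells and 100% = wells lacking the enzyme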
BoNT F protease – BoNT/F light chain protease inhibitors, primary screen, biochemical, flow cytometry, MLPCN library | Multiplex microsphere protease cleavage assay | inhibition, % at 10 µM | hit rate 0.22% among 360,000 | AID 588497, 2011; in the data active = inhibition above about 35%, passing the limit was not always enough; inconclusive = no clear call, values can overlap the other calls; note: plate controls were buffer without enzyme for full effect and enzyme alone for no effect
Rv3671c protease – Rv3671c serine protease inhibitors, primary screen, biochemical, fluorescence polarization, M. tuberculosis H37Rv | P9WHR9 | inhibition, % at 5.96 µM | hit rate 0.048% among 320,000; in the data active = inhibition above about 38%;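 note: extracellular domain of Rv3671c used as enzyme; 0% = enzyme with DMSO and 100% = no enzyme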
Target sequence (P9WHR9 whole entry, looked up, the tested form may be a part): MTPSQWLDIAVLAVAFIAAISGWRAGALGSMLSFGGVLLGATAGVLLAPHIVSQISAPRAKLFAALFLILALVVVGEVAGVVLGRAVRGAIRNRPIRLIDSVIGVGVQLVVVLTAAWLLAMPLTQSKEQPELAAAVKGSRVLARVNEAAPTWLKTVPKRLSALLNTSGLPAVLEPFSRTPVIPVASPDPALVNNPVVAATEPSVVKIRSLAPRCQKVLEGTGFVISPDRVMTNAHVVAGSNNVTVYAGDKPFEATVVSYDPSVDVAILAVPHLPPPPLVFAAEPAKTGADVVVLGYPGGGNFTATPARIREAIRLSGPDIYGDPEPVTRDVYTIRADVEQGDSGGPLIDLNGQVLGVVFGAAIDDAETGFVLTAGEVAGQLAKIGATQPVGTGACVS
PrPC TRFRET – inhibitors of human cell surface prion protein PrPC, primary screen, cell-based, TR-FRET. TR-FRET read-out. inhibition, % at 13.8 µM. AID 720596, 2013. hit rate 0.43% among 370,000. Major prion protein (Homo sapiens), P04156; in the data active = inhibition above about 24%; note: 0% = median of the test wells and 100% = reference compound wells
Mtb BioA inh – M. tuberculosis BioA enzyme inhibitors, primary screen, biochemical, plate reader, single point, HTS; 7,8-diaminopelargonic acid synthase BioA (Mycobacterium tuberculosis); purified M. tuberculosis BioA enzyme; inhibition, % at 9.99 µM; hit rate 0.096% among 360,000; AID 602481, 2012; in the data active = inhibition above about 40%; inconclusive = no clear call, values can overlap the other calls
UGM FP inh – M. tuberculosis UGM enzyme inhibitors, primary screen, biochemical, fluorescence polarization, single point; UDP-galactopyranose mutase (Mycobacterium tuberculosis (strain ATCC 25618 / H37Rv)), …; purified UGM, fluorescence polarization probe displacement; inhibition, % at 10 µM; hit rate 0.06% among 320,000; in the data active = inhibition above about 10%, passing the limit was not always enough; inconclusive = no clear call, values can overlap the other calls
Mtb FBA inh – Mtb FBA enzyme inhibitors, primary screen, biochemical, fluorescence, strain H37Rv; Fructose-bisphosphate aldolase (Mycobacterium tuberculosis (strain ATCC 25618 / H37Rv)), …; purified M. tuberculosis FBA, fluorescence read-out; inhibition, % at 1 µM; hit rate 2.3% among 360,000; AID 588726, 2011; in the data active = inhibition above about 27%;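 note: 0% = vehicle and 100% = reference inhibitor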
Target sequence (P9WQA3 whole entry, looked up): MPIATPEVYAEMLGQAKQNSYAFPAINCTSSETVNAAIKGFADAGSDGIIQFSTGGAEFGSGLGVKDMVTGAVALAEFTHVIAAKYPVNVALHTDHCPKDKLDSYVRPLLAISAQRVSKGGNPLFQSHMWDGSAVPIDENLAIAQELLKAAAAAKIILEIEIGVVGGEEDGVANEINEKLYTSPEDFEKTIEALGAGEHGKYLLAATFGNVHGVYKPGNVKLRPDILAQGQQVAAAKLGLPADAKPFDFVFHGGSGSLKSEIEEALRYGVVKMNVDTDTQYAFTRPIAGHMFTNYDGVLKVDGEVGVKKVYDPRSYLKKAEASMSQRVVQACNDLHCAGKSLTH
MazEF act – activators of E. coli MazEF toxin-antitoxin RNase, primary screen, biochemical, fluorescence, uHTS; Endoribonuclease toxin MazF (Escherichia coli (strain K12)), P0AE70; AID 504720, 2011; hit rate 0.32% among 350,000; activation, % at 20 µM; FAM/BHQ RNA-DNA oligo cleavage fluorescence, 5 h; in the data active = activation above about 50%
Target sequence (P0AE70 whole entry, looked up): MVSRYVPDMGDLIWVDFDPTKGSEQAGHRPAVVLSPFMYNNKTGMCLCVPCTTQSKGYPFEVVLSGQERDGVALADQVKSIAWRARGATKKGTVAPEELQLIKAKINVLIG
Active calls of the source: *; ? = inconclusive; · = no result given; & = joins results of further samples.

SMILES	FadD28 binding	GDH-TPI inh	BoNT F protease	Rv3671c protease	PrPC TRFRET	Mtb BioA inh	UGM FP inh	Mtb FBA inh	MazEF act
Cc1ccc(N(CC(=O)NC2CCCC2)C(=O)CCCC(=O)Nc2ccccn2)cc1C	-2.7	-5.6	-4.9	-6.7	-3.4	0.4	1.3	0.8	-3.2
COc1ccc(S(=O)(=O)Nc2nc3ccccc3s2)cc1OC	-0.7	7.2	2.2	1.1	6.4	0.2	2.2	2.6	-1.3
COc1cccc(NC(=O)CN(C)C(=O)c2cn(-c3ccccc3)nc2-c2cccnc2)c1	-0.6	3.9	-12.9	-1.1	-11.4	0.5	-1.5	0.9	4.9
COC(=O)c1c(O)ccc(Oc2ccccc2)c1C(=O)OC	-2.3	0.7	-9.7	7.9	1.0	·	-2.9	12.0	-12.6
O=C1CC(N2CCN(CCc3ccccn3)CC2)C(=O)N1c1ccc(Cl)cc1 (stereo unspecified)	0.4	2.6	-5.7	3.7	-1.4	0.7	-0.6	1.3	1.9
CCc1nc2c(OCc3cccc(OC)c3)cccn2c1N(C)C(=O)c1ccc(OC)cc1	-3.5	1.3	-6.0	·	5.1	0.8	·	-0.1	·
CC(Oc1ccccc1Cl)C(=O)Nc1ccc(S(=O)(=O)N2CCN(C)CC2)cc1 (stereo unspecified)	-4.1	-5.5	-6.8	·	2.2	1.3	·	-0.4	4.5
C[C@@H]1CN([C@@H](C)CO)C(=O)CCCn2nncc2CO[C@H]1CN(C)Cc1ccc2cccnc2c1	0.1	8.5	6.6	·	1.8	-1.2&-0.4&0.2	·	3.8	12.1
COc1ccc(OC)c(S(=O)(=O)N2CCCCC2C(=O)O)c1 (stereo unspecified)	1.2	8.0	-16.4	-4.3	2.5	-3.1	1.2	-1.8	-2.9
CNC(=S)N(Cc1ccc(OC)cc1)Cc1cc2ccc(C)cc2[nH]c1=O	-0.7	5.7	-5.0	1.4	5.0	·	-1.4	5.1	47.0
COc1cccc(CC2(CO)CCN(Cc3cnc(N4CCOCC4)s3)CC2)c1	-2.2	-0.6	-8.3	-0.3	4.1	·	1.3	-1.1	4.3
CC1=C(C(=O)OCc2ccccc2)C(c2ccco2)n2ncnc2N1 (stereo unspecified)	-3.5	2.0	-9.6	-13.1	0.9	-1.5	0.6	-1.8	1.6
Cc1ccccc1S(=O)(=O)Cc1ccc(C(=O)NCCc2ccccc2)o1	-1.0	2.3	-3.7	-10.2	-2.0	·	-1.4	2.9	9.3
c1ccc(COc2ncnc3c2ncn3CCCNCC2CCCO2)cc1 (stereo unspecified)	0.1	7.5	-3.7	·	-9.8	0.9	·	2.6	3.5
O=C(c1ccccc1)N1CCN(C2C3CC4CC(C3)CC2C4)CC1 (stereo unspecified)	-1.0	-1.1	-6.2	-5.3	6.5	-0.7	-0.3	-2.9	-6.7
COc1cccc(C(=O)NNC2=C(C(=O)C(F)(F)F)CCC2)c1	-3.5	-10.0	8.1	6.8	2.0	12.2	-0.4	1.0	-0.7
COc1cccc(C(=O)Nc2nc3c(c(=O)[nH]2)CCCC3)c1	-4.7	-3.0	-15.9	-0.5	2.2	1.3	-4.6	-2.0	-0.9
CCCCN1c2ccccc2N(CCCO)c2cc(C)nnc21	-5.1	4.2	9.2	3.9	8.6	-0.1	1.7	-9.0	14.7
O=C(O)c1ccc(CN2C[C@@H](CO)O[C@@H](n3cnc4c(NCc5ccco5)ncnc43)C2)cc1	-2.5	4.9	5.1	·	4.9	0.0	·	2.1	·
O=C1c2ccccc2C(=O)c2c(Nc3ccc(CCO)cc3)ccc(O)c21	2.1	19.8	-39.1	-4.3	-19.7	-3.2	0.3	-0.2	2.7
CCOCc1cc(CN2CCC(n3nccc3NC(=O)C3CC3)CC2)ccc1OC	0.1	2.0	-9.6	·	-5.6	0.3	·	-2.4	-2.9
CC(C)CC(=O)N/N=C/c1c(N)n(C)c(=O)n(C)c1=O	-0.9	7.2	1.3	-2.5	3.3	·	-0.3	-0.9	5.1
O=C(NNc1ccc(C2CCCCC2)cc1)C(O)(c1ccccc1)c1cccs1 (stereo unspecified)	?	8.1	-2.4	-6.0	13.3	·	3.2	0.3	3.0
S=C(Nc1ccccc1Oc1ccccc1)NC1CCCC1	-3.4	-5.8	1.1	-8.1	-8.1	-2.0	-1.7	1.7	0.8
N#Cc1ccc(S(=O)(=O)N2CCCCC2c2cc(C(=O)N3CCOCC3)no2)cc1 (stereo unspecified)	-0.8	6.2	-10.9	·	-0.8	1.4	·	-0.4	·

(more compounds)
SMILES	FadD28 binding	GDH-TPI inh	BoNT F protease	Rv3671c protease	PrPC TRFRET	Mtb BioA inh	UGM FP inh	Mtb FBA inh	MazEF act
O=C(CCCCCN1C(=O)c2ccccc2C1=O)Nc1ccccc1	-1.0	-6.9	8.4	-3.5	-2.4	-0.5	0.9	-1.9	5.3
COc1cccc(N(CC(=O)NCc2ccccc2)C(=O)CCC(=O)Nc2nccs2)c1	-2.2	-6.0	-7.5	-2.3	5.4	-0.5	3.0	-0.1	-1.9
O=C(Cc1ccc(Cl)cc1)Nc1nc2ccccc2[nH]1	-2.8	-5.0	-2.9	12.3	3.0	-0.5	-4.1	-0.5	2.1
CCOC1=C2CN(S(=O)(=O)c3ccc(C)cc3)[C@H](c3ccccc3)C[C@@H]2N(S(=O)(=O)c2ccccc2C)[C@H](c2ccccc2)C1	-1.0	·	-5.3	·	0.2	-2.9	·	0.5	·
COc1cccc(C(=O)CSc2nnc(-c3cccs3)o2)c1	-3.2	-2.1	5.3	4.8	0.7	-0.5	1.1	-0.8	8.1
CN(C)CC(=O)Nc1ccc(S(N)(=O)=O)cc1	-1.1	6.8	-1.4	-4.0	-3.6	-1.1	-5.5	0.2	-7.1
Cn1cc(Cl)c(-c2n[nH]c(=S)n2-c2ccccc2)n1	-1.7	-2.6	-7.0	2.6	28.7*	·	1.7	0.5	1.4
Cc1nnc(NC(=O)CSc2nc3ccccc3o2)s1	-1.9	13.0	-5.8	0.5	-0.1	0.1	-2.7	0.6	1.7
O=C(CNC(=O)c1ccco1)Nc1cccc(Cl)c1	-4.5	-11.0	-15.7	-1.7	0.7	·	-0.3	0.8	6.8
Cc1nnsc1Sc1ccccc1C(=O)O	-1.2	-0.6	-6.5	-2.6	-6.0	·	-5.6	-6.2	4.2
O=C1NC(=O)/C(=C\c2ccc(O)cc2O)S1	0.1	14.1	-4.3	3.5	-13.2	·	1.7	-4.5	6.4
CCCCn1c(=O)c(F)cn(Cc2ccc(OC)c([N+](=O)[O-])c2)c1=O	-2.4	4.1	-5.9	1.2	-17.3	·	0.1	-0.5	-5.2
CCn1c(CCC(N)=O)nnc1SCC(=O)c1cc(C)n(C2CC2)c1C	·	0.4	-0.5	-5.7	-0.3	-0.7	2.0	-2.6	1.5
CC1CCCCC1NC(=O)Cn1[nH]c(=O)c2ccccc2c1=O (stereo unspecified)	0.9	2.5	16.9	-0.8	6.7	-0.6	0.2	10.3	6.2
COc1ccc(Oc2nc(-c3cccnc3)nc3ccccc23)cc1	-0.8	-5.7	?	-6.2	3.1	-0.1	-0.5	-2.6	9.8
O=Cc1cnc(N2CCCCC2)s1	0.2	24.4	-2.3	-1.2	2.9	·	0.4	-0.7	9.4
FC(F)(F)c1ccccc1Cc1c(-c2ccc(Cl)cc2)nc2ccc(Cl)cn12	0.9	·	6.0	·	-2.1	5.0	·	4.6	·
COc1cc(-c2nnc(SCc3c(F)cccc3Cl)o2)cc(OC)c1OC	-2.0	8.7	-0.6	-16.6	·	2.3	-1.5	-3.3	2.6
COc1ccc2cc3c(nc2c1)OCC3	0.3	6.4	11.9	-6.1	-3.7	-2.4	3.2	3.8	5.6
CC(OC(=O)c1cccc(O)c1)C(=O)N(C)Cc1ccccc1 (stereo unspecified)	-3.3	1.4	-2.4	-0.6	-8.2	0.0	1.0	-2.6	2.1
CCN(CC(=O)NC1CCS(=O)(=O)C1)c1ccc([N+](=O)[O-])cc1C#N (stereo unspecified)	-1.7	13.2	-1.6	4.0	-35.6	1.4	0.3	-0.5	-4.7
CC(C)C(=O)Nc1cccc(NC(=O)c2cccc(F)c2)c1	-3.0	-3.8	0.8	-6.9	2.8	12.4	0.8	-3.0	2.8
Cc1ccnc(NCc2ccccc2O)c1	-3.1	-7.6	?	-1.9	2.1	0.1	0.7	-2.1	2.0
O=C(COC(=O)[C@H](Cc1ccccc1)NC(=O)c1ccco1)NC(c1ccccc1)c1ccccc1	-5.0	0.6	1.3	-4.2	3.9	-1.4	-0.1	-2.4	-3.2
CN(c1ccccc1)S(=O)(=O)c1cccc(NC(=O)CSc2ncn[nH]2)c1	-1.7	2.2	-1.0	-6.6	11.0	·	-0.2	4.0	3.5

Next part:
SMILES	FadD28 binding	GDH-TPI inh	BoNT F protease	Rv3671c protease	PrPC TRFRET	Mtb BioA inh	UGM FP inh	Mtb FBA inh	MazEF act
N/C(=N\OC(=O)c1ccc(Br)cc1)c1ccccc1	-0.2	1.3	-5.0	4.7	-2.1	·	2.1	-1.3	4.5
COc1ccc(C(=O)N2CCSCC2)cc1OC1CCN(C(C)=O)CC1	·	4.5	2.2	2.8	-2.2	0.3	-0.2	3.3	5.2
Cc1ccc2c(ccn3cc4c(c(=O)n(C)c(=O)n4C)c23)c1	-2.2	7.3	-2.1	-2.7	-5.1	·	0.0	9.4	-9.9
Cc1cc(=O)[nH]c(SCc2nc3ccc([N+](=O)[O-])cc3[nH]2)n1	-0.7	13.9	-3.8	3.9	-12.2	·	4.1	3.2	4.5
CN(C)c1ccc(/C=C(\C#N)C(=O)Nc2nc3c(s2)CCN(Cc2ccccc2)C3)cc1	2.7	13.8	57.5*	-3.0	3.8	2.2	-1.4	-3.1	-268.0
CCOP(=O)(c1ccccc1)C1(C#N)CC1 (stereo unspecified)	-1.2	-0.9	4.9	7.8	0.9	·	-4.6	-0.6	3.0
Oc1ccc(Cl)cc1-c1cc(-c2ccco2)[nH]n1	-8.0	2.7	-4.7	-4.9	-2.3	0.4	1.4	2.6	-11.0
CC(=O)C(Sc1nn(C)c(=S)s1)C(=O)Nc1ccccc1 (stereo unspecified)	-2.8	14.1	-0.4	-6.0	-3.7	-0.2	-0.1	-0.6	4.0
Cc1ccc(C(CNC(=O)c2ccco2)N2CCN(C)CC2)cc1 (stereo unspecified)	-1.0	2.5	·	-5.2	-11.2	0.1	-2.9	-2.7	5.2
Cc1ccc(NC(=O)CSc2nnc3ccccn23)cc1	-1.0	4.7	1.8	0.5	-0.7	·	0.3	2.2	10.0
NC(=O)C1CCN(C(=O)c2ccc(C(F)(F)F)cc2)CC1	-2.3	-9.7	-4.2	-5.1	-0.1	-0.1	0.8	-0.1	2.1

Part of the list above with just PrPC TRFRET, UGM FP inh and MazEF act:
Compound	PrPC TRFRET	UGM FP inh	MazEF act
Cn1cc(Cl)c(-c2n[nH]c(=S)n2-c2ccccc2)n1	28.7*	1.7	1.4
CCOCc1cc(CN2CCC(n3nccc3NC(=O)C3CC3)CC2)ccc1OC	-5.6	·	-2.9
CNC(=S)N(Cc1ccc(OC)cc1)Cc1cc2ccc(C)cc2[nH]c1=O	5.0	-1.4	47.0
CC(C)CC(=O)N/N=C/c1c(N)n(C)c(=O)n(C)c1=O	3.3	-0.3	5.1
O=C(NNc1ccc(C2CCCCC2)cc1)C(O)(c1ccccc1)c1cccs1 (stereo unspecified)	13.3	3.2	3.0

2 compounds picked at random from the list so far, as already listed:
SMILES	FadD28 binding	GDH-TPI inh	BoNT F protease	Rv3671c protease	PrPC TRFRET	Mtb BioA inh	UGM FP inh	Mtb FBA inh	MazEF act
CCOP(=O)(c1ccccc1)C1(C#N)CC1 (stereo unspecified)	-1.2	-0.9	4.9	7.8	0.9	·	-4.6	-0.6	3.0
Cc1ccc2c(ccn3cc4c(c(=O)n(C)c(=O)n4C)c23)c1	-2.2	7.3	-2.1	-2.7	-5.1	·	0.0	9.4	-9.9
